Source: PubChem (several laboratories)
PP1 counter: counter-screen for PP5 inhibitors: inhibitors of human PP1-alpha | hit rate 0.9% among 320,000 | inhibition, % at 6.7 µM | P62136 | AID 2235 | purified PP1alpha, OMFP fluorescence;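 active = inhibition above the mean inhibition of all tested compounds plus 3 SD, computed separately for each screening campaign, cut at about 15% in these data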
Target sequence (P62136 whole entry, looked up): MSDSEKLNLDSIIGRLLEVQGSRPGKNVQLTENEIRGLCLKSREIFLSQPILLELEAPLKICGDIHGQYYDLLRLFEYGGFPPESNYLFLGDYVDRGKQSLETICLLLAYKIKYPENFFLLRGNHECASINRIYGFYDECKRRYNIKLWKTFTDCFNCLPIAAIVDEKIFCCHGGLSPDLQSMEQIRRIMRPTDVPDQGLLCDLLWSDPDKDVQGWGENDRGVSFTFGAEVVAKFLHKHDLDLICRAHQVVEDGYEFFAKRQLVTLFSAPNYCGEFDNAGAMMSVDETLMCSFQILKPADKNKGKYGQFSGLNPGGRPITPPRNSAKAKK
PP5 inh: inhibitors of human protein phosphatase 5 (PP5); inhibition, % at 6.7 µM; P53041; purified PP5c, OMFP substrate fluorescence; hit rate 0.18% among 320,000;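 active = inhibition above the campaign's mean inhibition across all tested compounds plus 3 SD, cut at about 9.5% in these data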;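 note: 0% = DMSO only and 100% = 100 µM cantharidin control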
Target sequence (P53041 whole entry, looked up): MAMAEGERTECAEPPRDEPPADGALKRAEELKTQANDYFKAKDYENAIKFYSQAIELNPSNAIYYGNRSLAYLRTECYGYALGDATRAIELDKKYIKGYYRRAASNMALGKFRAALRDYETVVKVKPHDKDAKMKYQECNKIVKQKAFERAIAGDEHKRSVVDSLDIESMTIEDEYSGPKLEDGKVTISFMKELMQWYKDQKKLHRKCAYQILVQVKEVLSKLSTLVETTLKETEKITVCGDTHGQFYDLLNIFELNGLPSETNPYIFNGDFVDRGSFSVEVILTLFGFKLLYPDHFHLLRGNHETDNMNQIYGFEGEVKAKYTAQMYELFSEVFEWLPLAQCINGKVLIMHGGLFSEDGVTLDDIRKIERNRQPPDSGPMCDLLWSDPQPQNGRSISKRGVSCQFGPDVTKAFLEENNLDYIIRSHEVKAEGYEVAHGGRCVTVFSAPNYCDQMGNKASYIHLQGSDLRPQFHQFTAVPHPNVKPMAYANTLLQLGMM
JMJD2C inh: blocks human GASC-1 demethylase activity; GST-JMJD2C(1-420) H3K9me3 demethylation, DELFIA europium; inhibition, % at 2.35 µM; hit rate 0.069% among 330,000;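 active = more than half of a compound's replicate wells show inhibition beyond 50%, single wells judged on their own value; inconclusive = some, but no more than half, of replicates pass 50% inhibition; inactive = no replicate passes 50% inhibition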;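 note: signal counts dimethyl H3K9 product captured on neutravidin plate; 0% = median of DMSO wells and 100% = 0.3 times that DMSO median; strong numbers were not always called active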
Efflux pump mplx: inhibitors of Candida antifungal efflux pumps expressed in yeast. S. cerevisiae Candida pump triplex, Nile Red efflux. inhibition, % at 10 µM. hit rate 0.44% among 330,000;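 active = plate passing quality check with inhibition over a set limit, or well fluorescence over plate mean plus 4 SD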;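 note: Nile Red retained in pooled yeast measured as flow cytometry median fluorescence; 0% = buffer negative control and 100% = Enniatin B positive control; higher means more Nile Red kept so more efflux inhibition; some compounds called inactive have numbers as strong as hits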
Fh CTSL1 inh: cathepsin L1 inhibition, PFM18AAP counter-screen. recombinant F. hepatica cathepsin L1, Z-Leu-Arg-MCA fluorescence. inhibition, % at 5.96 µM. hit rate 0.49% among 300,000. AID 1906;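 active = inhibition above the mean of all tested compounds plus 3 SD, set per screening campaign, cut at about 17% in these data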;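 note: 0% = plate median of test compound wells and 100% = 1 µM Z-Phe-Ala-diazomethylketone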
HCV core dimer: HCV core protein dimerization inhibition; TR-FRET GST/Flag-core106 dimerization, 1536-well; inhibition, % at 5 µM; hit rate 0.33% among 300,000;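 active = inhibition above the mean of all tested compounds plus 3 SD, set per screening campaign, cut at about 45% in these data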
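Assay system: tagged HCV core106 pair (GST and Flag); medium: KF-containing HEPES buffer, pH 7.45, DTT, CHAPS, BSA; also added: Eu donor and XL665 acceptor anti-tag antibodies; dosing: 5 µM single dose; timing: compound-protein-antibody incubation 4 h at 22.5 °C; signal: TR-FRET 671 and 617 nm emission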
TPT1 inhibitor: C. albicans TPT1 enzyme inhibition | hit rate 0.81% among 300,000 | inhibition, % at 5 µM | recombinant caTPT1, FP RNA substrate dephosphorylation;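 active = inhibition above the mean of all tested compounds plus 3 SD, set per screening campaign, cut at about 24% in these data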;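 note: plate controls were DMSO alone for no effect and ferristatin control at 100 nM for full effect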
PREPL inhibitor: inhibits the human prolyl oligopeptidase-like enzyme. recombinant PREPL, fluorescence polarization activity-based probe. inhibition, % at 5.96 µM. hit rate 0.68% among 320,000. AID 2751; in the data active = inhibition above about 43%;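 note: 0% = enzyme with DMSO and 100% = wells lacking enzyme; many of its hits are not listed in these tables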
LYPLA2 counter: LYPLA2 (human) inhibition in PME1 counter-screen. AID 2177. inhibition, % at 5.9 µM. recombinant LYPLA2, FP-Rh probe fluorescence polarization. hit rate 0.38% among 320,000;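 active = inhibition above the screen-wide mean plus 3 SD, limit set per campaign, cut at about 26% in these data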;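 note: 0% = LYPLA2 with DMSO and 100% = wells lacking LYPLA2 enzyme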
Target sequence (O95372 whole entry, looked up): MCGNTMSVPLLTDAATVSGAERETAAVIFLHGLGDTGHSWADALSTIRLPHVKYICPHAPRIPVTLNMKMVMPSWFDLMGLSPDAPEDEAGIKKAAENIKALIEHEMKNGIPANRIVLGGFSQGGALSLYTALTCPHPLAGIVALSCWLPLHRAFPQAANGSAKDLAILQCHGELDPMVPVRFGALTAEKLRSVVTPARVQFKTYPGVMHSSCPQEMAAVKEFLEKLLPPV
An asterisk follows results filed as active; u = inconclusive; x = no result given; & = joins results of further samples. An excerpt; rates above refer to the full screens.

SMILES	PP1 counter	PP5 inh	JMJD2C inh	Efflux pump mplx	Fh CTSL1 inh	HCV core dimer	TPT1 inhibitor	PREPL inhibitor	LYPLA2 counter
Cc1ccc2c(c1)C(c1ccccc1)CC(=O)O2 (stereo not given)	-1	-0.1	1	0.0	-3	-2	-2	-6	0
Cc1cccc(CC2S/C(=N/c3ccccn3)NC2=O)c1 (stereo not given)	-1	0.2	-21	0.0	0	3	1	-2	5
CC(C)[C@]1(c2ccc(Cl)cc2)ON(c2ccccc2C(F)(F)F)C1=O	-5	0.1	3	-0.1	x	x	x	6	3
COc1cc2c(C(=O)N3CCN(c4ccccc4C)CC3)c(C)oc2cc1Br	-5	1.2	11	0.0	-3	5	0	6	4
Cc1ccc(NC(=O)CC(NCCN2CCOCC2)C(=O)O)cc1Cl (stereo not given)	-8	2.4	1	-0.1	3	-4	1	15	-4
CCO[C@H]1OC(C(=O)NCc2ccccc2)=C[C@@H](C2CC2)[C@@H]1CCCO	-3	2.6	12	0.1	5	5	-1	-1	2
CCCC(CCC)C(=O)Nc1cccc(C(=O)O)c1	-2	3.9	-2	0.9	-2	-1	-1	13	6
COCC(C)NC(=O)CSc1nc2ccccc2c(=O)n1CCc1ccc(S(N)(=O)=O)cc1 (stereo not given)	-3	-0.2	-11	0.1	-3	-3	1	-1	-3
COC(=O)C1CCN(C(=O)c2ccc3nc(-c4cccc(OC)c4)oc3c2)CC1	-2	4.4	-4	0.0	0	1	5	-10	-1
Cc1ccc(-n2c(-c3ccccc3)c[n+]3c2CCC3)cc1	-3	1.5	-1	-0.1	-3	1	2	4	2
CCOc1ccccc1-n1c(SCC(=O)N(CC)CC)nnc1-c1ccccn1	-1	0.4	2	0.0	-3	-2	0	7	-3
Cc1ccc(C23CC4CC(CC(C(=O)NC(C)C(N)=O)(C4)C2)C3)cc1 (stereo not given)	-4	1.7	-3	0.0	1	-2	-2	-3	-4
CC1=C(C(=O)OCc2ccccc2)C(c2ccc3c(c2)OCO3)NC(=O)N1CCCC(=O)O (stereo not given)	3	0.8	-2	0.0	0	-10	0	3	2
CCN(CC)CCCNC(=O)CCC(=O)Nc1ccc2nc(N3CCCCC3)cc(C)c2c1	-6	0.7	7	0.0	8	-5	-2	12	1
C/C(=N\OCC(=O)Nc1c(C)cc(C)cc1C)c1ccc2c(c1)OCCO2	-2	-1.0	3	-0.6	0	0	0	-4	12
Cc1ccc(N2CCN(C(=O)c3cccs3)CC2)c(C)c1	0	-5.3	0	-0.2	-2	11	-3	9	3
O=C(O)C1CC(=O)N(Cc2cccs2)C1 (stereo not given)	-5	0.9	-4	0.1	1	2	2	6	0
COc1cccc(-c2nc(CS(=O)(=O)CC(=O)NCCCN3CCOCC3)c(C)o2)c1	-2	3.2	-28	-0.1	1	3	-4	1	0
C[C@H]1C(=O)N(C)CCN1Cc1cn(C)nc1-c1ccc(Oc2ccccc2)cc1	-1	2.7	-10	-0.1	0	-2	1	12	8
c1ccc(CSC2=NNC(c3ccccn3)S2)cc1 (stereo not given)	4	-0.5	-15	0.3	0	8	1	14	-9
CC(C)C(=O)NC(=S)Nc1nnn(C)n1	2	1.4	1	0.6	-1	1	1	10	-3
CCOc1cc(C)c(Cl)cc1S(=O)(=O)n1nnc2ccccc21	-4	-1.7	-3	-0.1	3	2	-2	-2	7
CCn1c(CCNC(=O)c2ccc(OC)cc2)nnc1SCc1ccc(Cl)c(Cl)c1	3	1.6	-6	0.1	3	2	0	13	6
O=C(O)CCCNc1ccc([N+](=O)[O-])c(NCCCC(=O)O)n1	-5	-0.8	-1	0.0	2	-3	1	-6	-5
N#Cc1c(-c2cccnc2)c2c([nH]c1=S)CCCC2	1	2.2	4	0.0	0	0	1	3	5
CCN1CCN(CCNC(=O)c2ccc3c(c2)N(Cc2cccc(Cl)c2)C(=O)c2ccccc2S3=O)CC1 (stereo not given)	-1	3.1	-8	0.2	-2	0	0	-1	7
Cc1ccc(NC(=O)C2CCN(S(=O)(=O)c3c(C)nn(C)c3C)CC2)c(Cl)c1	-1	2.2	-18	0.2	-5	-1	-1	10	-2
Cc1ccc(-n2c(C)cc(/C=N/NC(=O)CC3(C)OCCO3)c2C)c(C)c1	0	1.1	15	0.1	2	0	-5	14	8
O=C(CN1CCCc2ccccc21)NCc1ccccc1Cl	1	-2.0	5	0.6	0	0	19	9	-2
O=C(CSc1nnc2ccccn12)Nc1nsc(-c2ccccc2)n1	-2	3.1	2	-0.1	1	-4	-1	-1	1
CSCCC(NC(=O)c1ccco1)C(=O)Nc1ccc(C)cn1 (stereo not given)	-4	-1.5	14	0.0	2	0	1	-2	1
CCOC(=O)c1cc(CC)sc1N1C(=O)CC(Sc2ccccc2C(=O)O)C1=O (stereo not given)	-3	-0.2	-23	0.0	5	1	4	5	-2
COc1ccc(NC(=O)C(=O)NCCC2=CCCCC2)c(OC)c1	-4	2.6	1	-0.1	0	4	1	6	0
CCOc1ccccc1/C=N\Nc1cnn(Cc2ccccc2)c(=O)c1Cl	16*	5.3	8	-0.1	3	42	-5	30	-8
Cc1cccc(NS(=O)(=O)c2nnc(NC(=O)c3ccccc3F)s2)c1	-1	-0.1	9	0.0	3	13	1	-2	0
C=CCSc1nnc(NC(=O)CSc2nc3ccccc3[nH]2)s1	10	0.8	1	-0.2	-3	1	-1	-2	-1
Nc1nc(SCC(=O)Nc2ccccc2-c2ccccc2)n[nH]1	0	-1.1	-16	0.1	3	-4	-2	4	-3
Cc1ccc(C2CC(c3cccs3)=NN2C(=O)CSc2nc(=O)n3cc(C)ccc3n2)cc1 (stereo not given)	12	1.6	-10	0.0	8	31	3	3	-5
O=C1CCC(C(=O)N2CCSCC2)CN1Cc1cccc(C(F)(F)F)c1 (stereo not given)	-5	2.6	-8	0.0	-1	1	0	15	5
Cc1cccc(C(=O)Nc2cccc(C(=O)Nc3cc(C)ccn3)c2)c1	1	1.8	-7	-0.1	2	7	-2	-7	-9

Some of these compounds in order of molecular weight, smallest number first:
SMILES	PP1 counter	PP5 inh	JMJD2C inh	Efflux pump mplx	Fh CTSL1 inh	HCV core dimer	TPT1 inhibitor	PREPL inhibitor	LYPLA2 counter
O=C(O)CCCNc1ccc([N+](=O)[O-])c(NCCCC(=O)O)n1	-5	-0.8	-1	0.0	2	-3	1	-6	-5
O=C1CCC(C(=O)N2CCSCC2)CN1Cc1cccc(C(F)(F)F)c1 (stereo not given)	-5	2.6	-8	0.0	-1	1	0	15	5
CCN1CCN(CCNC(=O)c2ccc3c(c2)N(Cc2cccc(Cl)c2)C(=O)c2ccccc2S3=O)CC1 (stereo not given)	-1	3.1	-8	0.2	-2	0	0	-1	7

Other compounds follow:
SMILES	PP1 counter	PP5 inh	JMJD2C inh	Efflux pump mplx	Fh CTSL1 inh	HCV core dimer	TPT1 inhibitor	PREPL inhibitor	LYPLA2 counter
CCOc1ccc(S(=O)(=O)N(C)c2ccc(OCC(=O)OCc3c(C)noc3C)cc2)cc1	3	3.7	6&25	0.1	-2	-6	-1	13	-1
Cc1c(C#N)c2ccccc2n1CCOc1ccccc1F	5	2.5	5	0.1	0	-2	1	-6	-12
COc1cccc(-n2nnc3c(=O)n(Cc4ccccc4Cl)cnc32)c1	-3	0.9	-6	-0.4	1	2	-2	4	-6
CSCCC(NS(=O)(=O)c1ccc(Cl)cc1)C(=O)OCc1cccc(Cl)c1 (stereo not given)	10	2.5	5	0.4	-3	6	-7	-4	-1
O=C(NC1CCCC1)C1CCC(CNS(=O)(=O)c2cccs2)CC1 (stereo not given)	-1	-3.7	-2	0.0	-2	4	6	-1	3
Cc1ccc([N+](=O)[O-])cc1S(=O)(=O)NCc1cccnc1	0	1.0	13	0.2	-4	-5	0	-4	-4
CC(=O)c1cc2c(cc1NC(=O)CCc1c(C)nc3ncnn3c1C)OCO2	-3	-2.7	9	0.0	x	x	x	-1	4
C/C(=N/O)c1ccccn1	36*	6.1	2	0.2	-3	-7	-3	6	-2
O=C(CCc1nnc(Cc2cccc(C(F)(F)F)c2)o1)NCCc1ccccc1F	0	0.2	-9	0.0	4	8	2	15	1
CCN(CC)C(=O)CSc1nc(O)c(Cc2ccc(OC)cc2)c(=O)[nH]1	0	-4.3	-11	0.1	2	-6	3	6	-6
CCOc1ccc2nc(N3CCCC(C(=O)NCCCN4CCCCC4)C3)sc2c1 (stereo not given)	-3	-0.8	5	0.0	-4	0	-3	11	-1
Cc1ccc(-c2nc(S(=O)(=O)c3ccc(C)cc3)c(N3CCOCC3)o2)cc1	2	-0.6	4	0.3	-1	-1	0	0	-1
CCN(C(=O)COC(=O)C1CCN(S(=O)(=O)c2ccc(C)c(C)c2)CC1)C1CCS(=O)(=O)C1 (stereo not given)	0	1.1	-5	0.2	9	-4	1	17	2
COc1cccc(C(=O)O/N=C(\N)c2ccccn2)c1	1	-2.2	-7	0.0	0	0	-1	-4	-3
Cc1nn(C)c(C)c1CNC(=O)Nc1cccc(Cl)c1C	-5	-0.1	8	0.0	-1	-1	3	0	-5
CC1CCN(S(=O)(=O)c2ccc3c(c2)N(C)C(=O)CC(=O)N3C)CC1	-2	2.8	-4	0.1	2	-7	1	-8	0
Cc1cc2c(sc3c(C)ccc(C)c32)c(C)n1	3	2.5	15	0.1	2	1	4	8	-8
COc1ccc(N2CCN(C(=O)c3ccc(F)cc3)CC2)c([N+](=O)[O-])c1	-4	1.1	-6	0.0	-4	0	-3	9	10
Nc1ccccc1SCC(O)Cn1ccc2ccccc21 (stereo not given)	-2	1.2	9	0.0	-1	5	-1	18	-1
COc1cccc(CNC(=O)c2n[nH]c3ccccc23)c1	-1	-3.3	7	-0.1	4	-5	-2	13	-1
O=C(Nc1nc(-c2cc3ccccc3oc2=O)cs1)c1ccco1	2	-0.2	-6	-0.1	5	-15	-5	0	-3
CCCCN(C(=O)c1ccc2c(c1)OCO2)C1CCS(=O)(=O)C1 (stereo not given)	2	-0.3	12	-0.2	-2	-3	0	4	-4
CCc1cc(=O)oc2cc(OC3CCCCC3=O)ccc12 (stereo not given)	-1	0.6	0	0.0	-5	3	-1	-2	4
O=C(NNC(=O)C1CCCN(S(=O)(=O)c2cccc(F)c2)C1)C1CC1 (stereo not given)	4	3.1	u	0.1	1	-2	-4	5	2
CCOC(=O)C1=C(C)N(C)C(C)=C(C(=O)OCC)C1c1ccncc1	-6	-1.5	-5	0.0	1	-1	1	3	3
N#Cc1ccc(Cl)cc1NC(=O)CSc1nc2nc(-c3cccs3)cc(C(F)(F)F)c2c(=O)[nH]1	-3	-1.9	2	0.1	-2	2	-1	7	-4
CCN(CC)CCNC(=O)c1ccc(NC(=O)c2cccc(S(=O)(=O)Nc3ccc(C)cc3)c2)cc1	6	2.8	1	0.4	-1	-13	0	-22	-9
Cc1cc(NC(=O)/C=C/c2ccc(F)cc2)n(-c2nc3ccccc3[nH]2)n1	-3	2.5	-8	0.2	4	2	1	-13	4
NC(=O)c1ccc(NC(=O)COC(=O)c2ccccc2Nc2ccccc2)cc1	7	0.5	-3	0.8	2	5	-2	-1	-1
CC(C)(C)NC(=O)NC(=O)COC(=O)C1CC(=O)N(Cc2ccccc2)C1 (stereo not given)	-2	-1.1	12	-0.1	-46	-1	-2	27	-1
CCCC(=O)N(Cc1cc(=O)[nH]c2ccccc12)c1ccccc1C	-1	-1.3	7	0.0	-3	12	-3	-42	-1
CC(C)c1ccc(NC(=O)Cn2c(=O)oc3ccccc32)cc1	-1	1.2	-5	0.2	3	-10	0	15	-3
Clc1ccc(CN2CCSCC2)c(Cl)c1	-4	-3.1	-5	-0.1	6	-14	-1	11	-1
